Vif imaging – HIV Vif inhibition | HEK293T cells, Vif self-association by quenched fluorescence, imaging, 24 h | actives 0.35% (n = 340,000) | inhibition, % at 7.49 µM | AID 602346; in the data active = inhibition above about 50%, passing the limit was not always enough; note: some results filed as inactive read as strong as hits
ABHD5 PLIN5 PPI – ABHD5-PLIN5 protein interaction inhibition. Split G. princeps luciferase complementation, luminescence, 4 h. inhibition, % at 4 µM. actives 0.78% (n = 360,000);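 active = inhibition above the mean inhibition across every tested compound plus 3 SD, cut at about 22% in these data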;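 note: 0% = DMSO only wells and the 100% control is not disclosed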
ABCB6 inh 2 – human ABCB6 transporter inhibition | Q9NP58 | K562-ABCB6 porphyrin accumulation, flow cytometry, 1 h; active compounds read low | fluorescence ratio to DMSO, % at 10 µM | actives 0.19% (n = 360,000);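 active = fluorescence ratio to DMSO below 75%, the collection mean minus 3 SD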;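 note: signal is porphyrin accumulated inside mitochondria; 100% equals median channel fluorescence of DMSO control wells; lower ratio means ABCB6 inhibition with less porphyrin fluorescence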
Exocytosis inh – blocks lytic granule exocytosis; inhibition, % at 10 µM; TALL-104 LAMP-1 surface exposure, flow cytometry; cells stimulated with thapsigargin and PMA; actives 0.66% (n = 360,000);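 active = inhibition above about 55%, limit read from the data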
N-glyco inh – blocks N-linked glycosylation in D54 reporter cells. D54 ERlucT glycosylation luciferase reporter, 24 h; percent of 100 nM tunicamycin response. reporter increase, % at 12.5 µM. actives 0.23% (n = 360,000);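 active = mean luciferase reporter signal, scaled so untreated is 0 and the glycosylation-blocking control 100, at or above a set limit in every replicate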;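 note: luciferase carries N-glycosylation sites so blocking glycosylation raises the light; 0% = median of neutral control wells and 100% = median of 100 nM tunicamycin wells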
MC4R antag cAMP – human MC4R antagonism in cAMP assay; P32245; MC4R-expressing cells, MTII-stimulated cAMP, LANCE TR-FRET; inhibition, % at 6.5 µM; actives 0.48% (n = 360,000); AID 540295;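 active = inhibition above its plate's cutoff, the mean of tested wells on that plate plus 3 SD, cut at about 29% in these data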;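 note: 0% = Melanotan II alone and 100% = Melanotan II plus saturating MCL0020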
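Test system: U2OS cells stably expressing human melanocortin 4 receptor (MC4R); also added: Melanotan II challenge; compound: 6.5 µM single dose; timing: 30-min compound preincubation, 1-h Melanotan II challenge, 1-h detection, room temperature; signal: Eu-cAMP/anti-cAMP TR-FRET, emission 671 nm; repeats: one well per compound, no replicates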
aDG glyco act – increases alpha dystroglycan glycosylation. Pro5-aDG cells, alpha-DG glycosylation AlphaScreen (IIH6); 0% Pro5, 100% B10-LARGE cell signal. activation, % at 10 µM. actives 0.22% (n = 360,000). AID 624168;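 active = activation of at least 8% versus controls, or a plate z-score of at least 8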;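 note: Pro5 are CHO cells carrying HIG-tagged alpha-DG that lacks glycosylation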
MC4R ag barr – human MC4R agonism via beta-arrestin | actives 0.98% (n = 360,000) | AID 540308 | P32245 | U2OS MC4R beta-arrestin complementation, luminescence; percent of melanotan II response, DMSO zero | activation, % at 8.9 µM;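 active = activation above a per-plate cutoff, the mean activation of sample wells on that plate plus 3 SD, cut at about 8% in these data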
NOD2-RIPK2 inh – blocks binding of human NOD2 to RIPK2. O43353. CHO BLA complementation NOD2-RIPK2, CCF4 ratio. inhibition, % at 4.98 µM. actives 0.38% (n = 360,000). AID 624267; in the data active = inhibition above about 21%;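 note: 0% = vehicle only and 100% = reference blocker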
TLR9-MyD88 block – inhibitors of human TLR9-MyD88 binding | CHO BLA complementation TLR9-MyD88, CCF4 FRET ratio | inhibition, % at 4.98 µM | actives 0.21% (n = 340,000) | AID 504734;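 active = inhibition above the mean over all tested compounds plus 3 SD, cut at about 21% in these data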;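 note: 0% = DMSO only wells and 100% = clavulanate BLA inhibitor control wells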
Target sequence (Q99836 whole entry, looked up): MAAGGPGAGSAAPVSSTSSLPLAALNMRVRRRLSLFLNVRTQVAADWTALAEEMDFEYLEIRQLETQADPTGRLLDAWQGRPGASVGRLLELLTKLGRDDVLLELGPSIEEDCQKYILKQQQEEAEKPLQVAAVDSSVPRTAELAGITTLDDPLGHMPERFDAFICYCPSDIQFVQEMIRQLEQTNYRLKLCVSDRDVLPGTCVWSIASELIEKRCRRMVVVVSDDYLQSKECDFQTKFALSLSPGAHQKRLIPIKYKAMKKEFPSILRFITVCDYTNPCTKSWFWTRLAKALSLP
Target sequence (Q9NR96 whole entry, looked up): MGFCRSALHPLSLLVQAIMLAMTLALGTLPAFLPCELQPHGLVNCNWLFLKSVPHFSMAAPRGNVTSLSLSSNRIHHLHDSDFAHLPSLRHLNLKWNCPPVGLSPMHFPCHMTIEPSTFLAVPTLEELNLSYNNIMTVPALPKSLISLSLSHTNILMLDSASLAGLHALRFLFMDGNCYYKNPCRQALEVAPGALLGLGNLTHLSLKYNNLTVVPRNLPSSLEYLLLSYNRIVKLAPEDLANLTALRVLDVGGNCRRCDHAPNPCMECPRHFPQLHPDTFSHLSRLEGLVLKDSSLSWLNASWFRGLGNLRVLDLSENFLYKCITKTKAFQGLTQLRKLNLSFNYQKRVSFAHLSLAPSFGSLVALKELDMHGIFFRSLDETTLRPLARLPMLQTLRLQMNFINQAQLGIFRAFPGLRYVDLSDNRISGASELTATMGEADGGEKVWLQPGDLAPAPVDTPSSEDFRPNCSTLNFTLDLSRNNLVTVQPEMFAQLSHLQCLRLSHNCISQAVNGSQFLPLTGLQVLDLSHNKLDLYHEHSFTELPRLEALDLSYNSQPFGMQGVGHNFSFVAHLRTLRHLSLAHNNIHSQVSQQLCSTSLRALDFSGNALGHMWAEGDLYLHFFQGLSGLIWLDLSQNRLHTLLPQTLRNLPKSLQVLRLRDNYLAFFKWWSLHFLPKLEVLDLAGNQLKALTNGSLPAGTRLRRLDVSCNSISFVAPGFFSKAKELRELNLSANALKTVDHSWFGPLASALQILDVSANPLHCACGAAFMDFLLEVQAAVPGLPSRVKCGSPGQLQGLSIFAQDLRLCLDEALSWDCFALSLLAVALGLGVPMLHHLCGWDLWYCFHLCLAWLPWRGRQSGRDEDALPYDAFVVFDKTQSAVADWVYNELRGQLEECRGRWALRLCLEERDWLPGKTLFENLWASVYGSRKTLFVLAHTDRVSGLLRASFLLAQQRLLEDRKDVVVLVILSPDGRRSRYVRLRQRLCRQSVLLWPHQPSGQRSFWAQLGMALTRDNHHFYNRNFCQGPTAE
* = called active by the depositor. An excerpt. The share of hits here may be higher or lower than overall.

For CC(=O)C1=C(C)OC2(O)c3ccccc3C(=O)C12O (stereo not given) the results were Vif imaging -3, ABHD5 PLIN5 PPI 7, ABCB6 inh 2 93, Exocytosis inh 3, N-glyco inh 2, MC4R antag cAMP -7, aDG glyco act 0.1, MC4R ag barr -0.6 and NOD2-RIPK2 inh -18.
`NS(=O)(=O)c1ccc(NC(=O)COC(=O)/C(=C/c2cccs2)c2cccs2)cc1` gave Vif imaging -2, ABHD5 PLIN5 PPI -5, ABCB6 inh 2 100, Exocytosis inh -5, N-glyco inh -4, MC4R antag cAMP 24, aDG glyco act 0.2, MC4R ag barr 4.9, NOD2-RIPK2 inh 1 and TLR9-MyD88 block -17.
For Fc1ccc(CSc2ccc(-c3ccc4c(c3)OCO4)nn2)cc1 the results were Vif imaging 0, ABHD5 PLIN5 PPI -1, ABCB6 inh 2 105, Exocytosis inh -2, N-glyco inh 1, MC4R antag cAMP 10, aDG glyco act 0.1, MC4R ag barr 11*, NOD2-RIPK2 inh -7 and TLR9-MyD88 block -14.
For NS(=O)(=O)c1ccc2nc(NC(=O)c3ccc(Br)o3)sc2c1 the results were Vif imaging 11, ABHD5 PLIN5 PPI -6, ABCB6 inh 2 96, Exocytosis inh -3, N-glyco inh 0, MC4R antag cAMP 14, aDG glyco act 0.2, MC4R ag barr -3.9, NOD2-RIPK2 inh 1 and TLR9-MyD88 block -8.
COc1ccc(C(NC(C)=O)c2cc(Cl)c3cccnc3c2O)cc1OC (stereo not given) was read as Vif imaging -10, ABHD5 PLIN5 PPI 6, ABCB6 inh 2 106, Exocytosis inh -5, N-glyco inh -8, MC4R antag cAMP 13, aDG glyco act 0.9, MC4R ag barr -1.1, NOD2-RIPK2 inh 4 and TLR9-MyD88 block -7.
COc1cccc(CNC(=O)C2CCN(S(=O)(=O)c3ccc4c(c3)CCC(=O)N4)CC2)c1 was read as Vif imaging -1, ABHD5 PLIN5 PPI -2, ABCB6 inh 2 100, Exocytosis inh 5, N-glyco inh 1, MC4R antag cAMP -3, aDG glyco act -0.2, MC4R ag barr -1.3, NOD2-RIPK2 inh -19 and TLR9-MyD88 block -8.
For COC(=O)Cc1ccc(OC(=O)CCS(=O)(=O)c2ccc(C)cc2)cc1 the results were Vif imaging 3, ABHD5 PLIN5 PPI 4, ABCB6 inh 2 101, Exocytosis inh 0, N-glyco inh 0, MC4R antag cAMP 7, aDG glyco act 0.0, MC4R ag barr -0.7, NOD2-RIPK2 inh 3 and TLR9-MyD88 block -1.
For Cc1ccc(C(=O)OCC(=O)c2ccc(Br)cc2)cc1S(=O)(=O)N1CCOCC1 the results were Vif imaging -2, ABHD5 PLIN5 PPI -5, ABCB6 inh 2 92, Exocytosis inh 3, N-glyco inh 1, MC4R antag cAMP 2, aDG glyco act 0.2, MC4R ag barr -2.8, NOD2-RIPK2 inh 11 and TLR9-MyD88 block 16.
For CCCN(CCC)S(=O)(=O)c1ccc(C(=O)Nc2ccc(S(=O)(=O)Nc3nnc(CC)s3)cc2)cc1 the results were Vif imaging 16, ABHD5 PLIN5 PPI 1, ABCB6 inh 2 97, Exocytosis inh -9, N-glyco inh 0, MC4R antag cAMP 26, aDG glyco act -0.1, MC4R ag barr 1.3, NOD2-RIPK2 inh -8 and TLR9-MyD88 block -14.
`C#Cc1ccc(CN2CCC(C(=O)Nc3ccc(Oc4ccccc4)nc3)CC2)cc1` gave Vif imaging -22, ABHD5 PLIN5 PPI 2, ABCB6 inh 2 94, Exocytosis inh 20, N-glyco inh -5, MC4R antag cAMP 1, aDG glyco act 1.2, MC4R ag barr 2.1, NOD2-RIPK2 inh 0 and TLR9-MyD88 block 5.
Screening CCOC(=O)C1(CCOc2ccccc2)CCN(Cc2ccc(-n3cccn3)cc2)CC1 returned Vif imaging -1, ABHD5 PLIN5 PPI 2, ABCB6 inh 2 95, Exocytosis inh 8, N-glyco inh -9, MC4R antag cAMP 5, aDG glyco act 2.0, MC4R ag barr 2.5, NOD2-RIPK2 inh 3 and TLR9-MyD88 block -5.
For O=C(CSc1ccc2c(c1)OCCO2)Nc1cccnc1Cl the results were Vif imaging -6, ABHD5 PLIN5 PPI -6, ABCB6 inh 2 97, Exocytosis inh 0, N-glyco inh -8, MC4R antag cAMP 6, aDG glyco act -0.2, MC4R ag barr -2.0, NOD2-RIPK2 inh -8 and TLR9-MyD88 block -1.
Screening CCc1cc2c(-c3ccccc3)cc(=O)oc2cc1OC(C)C(=O)O (stereo not given) returned Vif imaging -5, ABHD5 PLIN5 PPI -2, ABCB6 inh 2 101, Exocytosis inh -6, N-glyco inh 0, MC4R antag cAMP 8, aDG glyco act 0.0, MC4R ag barr -1.6, NOD2-RIPK2 inh -11 and TLR9-MyD88 block -8.
`O=C(COC(=O)Cc1ccsc1)Nc1ccccc1Cl` gave Vif imaging 5, ABHD5 PLIN5 PPI 1, ABCB6 inh 2 101, Exocytosis inh 2, N-glyco inh 0, MC4R antag cAMP -3, aDG glyco act -0.2, MC4R ag barr 0.4, NOD2-RIPK2 inh -13 and TLR9-MyD88 block -2.
For O=C(CNC(=O)OCc1ccccc1)Oc1ccc2ccc(=O)oc2c1 the results were Vif imaging 2, ABHD5 PLIN5 PPI 0, ABCB6 inh 2 91, Exocytosis inh -3, N-glyco inh 0, MC4R antag cAMP 10, aDG glyco act -0.1, MC4R ag barr -2.2, NOD2-RIPK2 inh -2 and TLR9-MyD88 block -3.
`CCN(C(=O)COC(=O)/C=C/c1ccc2c(c1)OCO2)c1c(N)n(Cc2ccccc2)c(=O)[nH]c1=O` gave Vif imaging 5, ABHD5 PLIN5 PPI 0, ABCB6 inh 2 100, Exocytosis inh 0, N-glyco inh -2, MC4R antag cAMP 1, aDG glyco act -0.3, MC4R ag barr -1.4, NOD2-RIPK2 inh -4 and TLR9-MyD88 block -1.
For CCOC(=O)c1[nH]c2ccccc2c1NC(=O)c1ccc(S(=O)(=O)N2CCOCC2)cc1 the results were Vif imaging -5, ABHD5 PLIN5 PPI 1, ABCB6 inh 2 96, Exocytosis inh -5, N-glyco inh -1, MC4R antag cAMP 8, aDG glyco act -0.1, MC4R ag barr -1.1, NOD2-RIPK2 inh -1 and TLR9-MyD88 block -4.
S=C(NC1CCCCC1)c1ccc2c(c1)OCO2 was read as ABHD5 PLIN5 PPI 0, ABCB6 inh 2 98, Exocytosis inh -1, N-glyco inh -3, MC4R antag cAMP 9, aDG glyco act -0.2, MC4R ag barr 1.9, NOD2-RIPK2 inh 3 and TLR9-MyD88 block -12.
For Cc1ccc2nc(C)cc(N/N=C/c3ccc(F)cc3)c2c1 the results were Vif imaging 2, ABHD5 PLIN5 PPI -3, ABCB6 inh 2 100, Exocytosis inh 0, N-glyco inh -1, MC4R antag cAMP 6, aDG glyco act 0.5, MC4R ag barr -1.4, NOD2-RIPK2 inh -5 and TLR9-MyD88 block 0.
For NS(=O)(=O)c1ccc(NC(=O)Cn2nc(C(=O)O)c3ccccc3c2=O)cc1 the results were Vif imaging 13, ABHD5 PLIN5 PPI 2, ABCB6 inh 2 100, Exocytosis inh -4, N-glyco inh 0, MC4R antag cAMP -5, aDG glyco act 0.0, MC4R ag barr -2.6, NOD2-RIPK2 inh 5 and TLR9-MyD88 block -6.
For CCCCNC(=O)C1(O)c2ccccc2NC(=O)N1c1ccc(Cl)cc1 (stereo not given) the results were Vif imaging -5, ABHD5 PLIN5 PPI 5, ABCB6 inh 2 98, Exocytosis inh -2, N-glyco inh -2, MC4R antag cAMP 2, aDG glyco act 0.2, MC4R ag barr -0.8, NOD2-RIPK2 inh -1 and TLR9-MyD88 block 13.
COc1ccc(CN(C)C(=O)COC(=O)c2cc([N+](=O)[O-])ccc2N2CCCC2)c(OC)c1OC was read as Vif imaging 2, ABHD5 PLIN5 PPI -7, ABCB6 inh 2 96, Exocytosis inh 1, N-glyco inh -3, MC4R antag cAMP 2, aDG glyco act -0.4, MC4R ag barr -1.0, NOD2-RIPK2 inh -10 and TLR9-MyD88 block -4.
For CC(C)c1ccc(CN2CCC(Oc3ccc(C(=O)N4CCCC4)cc3)CC2)cc1 the results were ABHD5 PLIN5 PPI 4, ABCB6 inh 2 95, Exocytosis inh 0, N-glyco inh 0, MC4R antag cAMP 14, aDG glyco act 1.0, MC4R ag barr -2.0, NOD2-RIPK2 inh -5 and TLR9-MyD88 block 9.
For O=C(CO/N=C/c1ccc2c(c1)OCO2)Nc1cccc(Br)c1 the results were Vif imaging -2, ABHD5 PLIN5 PPI -7, ABCB6 inh 2 87, Exocytosis inh 0, N-glyco inh -1, MC4R antag cAMP -2, aDG glyco act 0.1, MC4R ag barr -2.6, NOD2-RIPK2 inh -3 and TLR9-MyD88 block 5.
Screening O=C(CSc1cn(CC(=O)N2CCOCC2)c2ccccc12)N1CCOCC1 returned Vif imaging -1, ABHD5 PLIN5 PPI -21, ABCB6 inh 2 98, Exocytosis inh 2, N-glyco inh 3, MC4R antag cAMP 2, aDG glyco act -0.1, MC4R ag barr -3.6, NOD2-RIPK2 inh -5 and TLR9-MyD88 block -10.
CCOC(=O)c1c(C#N)c(SCC(=O)Nc2ccc(OC)cc2)nc2c1CN(CC)CC2 was read as Vif imaging 11, ABHD5 PLIN5 PPI 6, ABCB6 inh 2 103, Exocytosis inh -8, N-glyco inh 0, MC4R antag cAMP 6, aDG glyco act -0.1, MC4R ag barr -0.2, NOD2-RIPK2 inh 0 and TLR9-MyD88 block -7.
Cc1cc(Cl)ccc1OC(C)C(=O)Nc1ccccc1N1CCOCC1 (stereo not given) was read as Vif imaging -18, ABHD5 PLIN5 PPI -1, ABCB6 inh 2 85, Exocytosis inh 3, N-glyco inh -11, MC4R antag cAMP 4, aDG glyco act 0.2, MC4R ag barr 0.1, NOD2-RIPK2 inh -6 and TLR9-MyD88 block -12.
Cc1ccccc1C(=O)Nc1ccnn1C1CCN(C2CCSCC2)CC1 was read as ABHD5 PLIN5 PPI 7, ABCB6 inh 2 103, Exocytosis inh 1, N-glyco inh 1, MC4R antag cAMP 17, aDG glyco act 0.1, MC4R ag barr -1.8, NOD2-RIPK2 inh -5 and TLR9-MyD88 block -11.
CCCN1CCC(NC(=O)C2CCN(C(C)=O)CC2)CC1 was read as Vif imaging 25, ABHD5 PLIN5 PPI -4, ABCB6 inh 2 104, Exocytosis inh -5, N-glyco inh 1, MC4R antag cAMP 19, aDG glyco act -0.1, MC4R ag barr 1.4, NOD2-RIPK2 inh -2 and TLR9-MyD88 block -3.
For COC(=O)c1ccc(CS(=O)(=O)c2ccc(C)cc2)o1 the results were ABHD5 PLIN5 PPI -9, ABCB6 inh 2 96, Exocytosis inh 6, N-glyco inh 0, MC4R antag cAMP 1, aDG glyco act -0.3, MC4R ag barr 0.0, NOD2-RIPK2 inh -2 and TLR9-MyD88 block 0.
